cardiac RTF act: cardiac RTF calcium sensitization; P19429+P45379; IANBD-labeled TnC RTF fluorescence at EC20 calcium; 0% EC20 calcium, 100% full calcium; activation, % at 7.2 µM; 340,000 compounds, 0.24% hits; AID 493008;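 active = activation above the mean over all tested compounds plus 3 SD, cut at about 30% in these data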;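 also: rise in fluorescence read as greater calcium sensitivity of cardiac thin filaments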
C-LANA FP: KSHV C-LANA DNA binding inhibition. MBP-C-LANA/FAM-LBS DNA binding, fluorescence polarization. inhibition, % at 9 µM. 340,000 compounds, 0.078% hits;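 active = highest replicate inhibition at or above 60% at 9 µM, even if other replicates fall short; inactive = all replicates below 60% inhibition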;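 also: 0% = neutral control wells and 100% = 4 µM acridine orange control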
HTR5A inv ctr: HTR5A inverse agonism, opioid heterodimer counter-screen | P47898 | HTR5A cell line, luminescence | inhibition, % at 9.3 µM | 340,000 compounds, 0.083% hits; in the data active = inhibition mostly above about 23%, no sharp cut-off; inactive = mostly below about 18%;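 also: 0% = cells with DMSO and 100% = no-cell wells with DMSO; some compounds called inactive have numbers as strong as hits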
Target sequence (P47898 whole entry, looked up): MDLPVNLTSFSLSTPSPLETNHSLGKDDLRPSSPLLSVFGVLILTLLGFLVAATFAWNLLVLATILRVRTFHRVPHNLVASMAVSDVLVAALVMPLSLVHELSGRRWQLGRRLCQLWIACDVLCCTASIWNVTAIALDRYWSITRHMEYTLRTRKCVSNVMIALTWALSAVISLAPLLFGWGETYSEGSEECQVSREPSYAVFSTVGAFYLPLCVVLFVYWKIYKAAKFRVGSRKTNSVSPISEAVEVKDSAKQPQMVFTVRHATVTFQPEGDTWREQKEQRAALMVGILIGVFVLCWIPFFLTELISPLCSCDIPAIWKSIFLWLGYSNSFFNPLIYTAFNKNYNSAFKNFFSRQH
Keap1-Nrf2 PPI: Keap1-Nrf2 (human) interaction inhibition; 340,000 compounds, 0.15% hits; inhibition, % at 9.4 µM; Keap1 Kelch-Nrf2 peptide fluorescence polarization, 1536-well; in the data active = inhibition above about 12%;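 also: human Keap1 Kelch domain with fluorescein labeled Nrf2 9mer peptide probe; 0% = neutral control wells and 100% = peptide positive control; higher means more block of Keap1 binding to Nrf2 peptide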
Target sequence (Q14145 whole entry, looked up, the tested form may be a part): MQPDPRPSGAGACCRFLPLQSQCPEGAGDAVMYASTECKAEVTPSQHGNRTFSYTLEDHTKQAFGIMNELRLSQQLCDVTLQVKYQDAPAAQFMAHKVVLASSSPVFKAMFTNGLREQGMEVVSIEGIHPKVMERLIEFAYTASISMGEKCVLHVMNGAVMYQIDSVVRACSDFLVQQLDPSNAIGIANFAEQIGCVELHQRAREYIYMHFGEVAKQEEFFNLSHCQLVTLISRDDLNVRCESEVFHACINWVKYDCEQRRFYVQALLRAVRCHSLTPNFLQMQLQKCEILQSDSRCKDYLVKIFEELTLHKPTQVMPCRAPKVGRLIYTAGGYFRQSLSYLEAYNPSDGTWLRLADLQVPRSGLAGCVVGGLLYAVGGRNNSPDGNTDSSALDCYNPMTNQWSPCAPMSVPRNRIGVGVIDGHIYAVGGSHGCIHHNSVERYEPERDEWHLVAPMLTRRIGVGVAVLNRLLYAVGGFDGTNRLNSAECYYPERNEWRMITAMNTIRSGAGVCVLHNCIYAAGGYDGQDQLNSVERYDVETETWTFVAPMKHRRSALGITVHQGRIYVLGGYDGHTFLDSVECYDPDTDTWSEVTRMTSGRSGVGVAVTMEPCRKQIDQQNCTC
Cardiac RTF inh: cardiac RTF calcium desensitization. IANBD-labeled cardiac RTF, Ca2+ fluorescence. P19429+P45379. 340,000 compounds, 0.12% hits. AID 493244. inhibition, % at 7.15 µM;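 active = inhibition above the mean inhibition of all tested compounds plus 3 SD, cut at about 17% in these data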;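 also: assay run at fixed EC70 calcium of 1.6 mM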
HTR5A ag ctr: counter-screen for OPRM1-OPRD1 agonists: human HTR5A agonism; P47898; HTR5A agonist assay, luminescence, cell-based; activation, % at 9.3 µM; 340,000 compounds, 0.61% hits; in the data active = activation mostly above about 9.5%, no sharp cut-off; inactive = mostly below about 7.6%;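 also: 0% = cells with vehicle only and 100% = reference agonist; strong numbers were not always called active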
MOR-DOR ag: OPRM1-OPRD1 heterodimerization agonism; P35372+P41143; cells, luminescence; activation, % at 9.3 µM; 340,000 compounds, 0.3% hits; in the data active = activation above about 18%;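 also: 0% = vehicle-treated cells and 100% = reference agonist; values of inactives mirror those of a sister screen read the other way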
V-ATPase pH: alters yeast V-ATPase proton transport. S. cerevisiae, pHLuorin cytosolic pH fluorescence. response, % at 10 µM. 350,000 compounds, 0.37% hits; in the data active = response mostly above about 7.3%, no sharp cut-off; inactive = mostly below about 5.4%; also: actives read high; inactives centre near 0; some compounds called inactive have numbers as strong as hits; reference of the scale not given here
CAL PDZ FP: CAL PDZ (human) peptide binding inhibition; Q9HD26; purified CAL PDZ, TMR-peptide fluorescence polarization, 1 h; inhibition, % at 24.9 µM; 300,000 compounds, 0.92% hits;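 active = mean inhibition of at least 30% with at least half of replicates also reaching 30%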;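 also: 0% = DMSO neutral control and 100% = excess unlabeled competitor peptide PRC23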
OPRM1-OPRD1 inv: mu-delta opioid heterodimer inverse agonism; P35372+P41143; cell-based MOR-DOR heterodimer luminescence; inhibition, % at 9.3 µM; 340,000 compounds, 0.21% hits; AID 504357; in the data active = inhibition above about 22%, passing the limit was not always enough;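 also: 0% = cells with DMSO and 100% = wells without cells with DMSO; values of inactives mirror those of a sister screen read the other way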
* marks the source's active call; other numbers are inactive results; . = no result given.

SMILES	cardiac RTF act	C-LANA FP	HTR5A inv ctr	Keap1-Nrf2 PPI	Cardiac RTF inh	HTR5A ag ctr	MOR-DOR ag	V-ATPase pH	CAL PDZ FP	OPRM1-OPRD1 inv
CCOc1ccc(/C(O)=C2\C(=O)C(=O)N(CCN(C)C)C2c2cc(OC)ccc2OC)cc1Cl (configuration not stated)	-3	-1.1	-24	2	-1	-4	0.5	3	-3	-3
C[C@H]1CN[C@@H](CCO)/C1=C\c1ccccc1	-6	-1.5	6	2	-5	-2	0.3	1	-2	-1
COc1cccc(N2CCN(c3ccc4nnc(CCC(=O)N5CCN(C)CC5)n4n3)CC2)c1	-2	0.8	6	-3	-16	-2	-1.9	1	-5	9
C=CCSc1nnc(-c2ccncc2)n1-c1ccc(OCC)cc1	3	0.2	-22	3	-14	8	1.0	4	-1	-6
CCN(C[C@H]1N[C@@](Cc2ccccc2)(C(=O)OC)[C@H]2C(=O)N(C)C(=O)[C@@H]12)C(=O)Nc1ccccc1	-10	-1.0	10	2	-3	-3	-2.1	0	3	10
O=C1C2C3c4ccccc4C(c4ccccc43)[C@@H]2C(=O)N1c1ccccn1 (some centres not stated)	0	-0.7	-2	-2	-2	6	-2.8	6	.	15
O=C(N/N=C/c1cccc(F)c1)c1c(O)c2ccccc2[nH]c1=O	1	-0.3	-10	-3	-12	-2	-0.2	3	6	2
Cc1ccc(C(=O)OCC(=O)Nc2ccccc2C(F)(F)F)cc1S(=O)(=O)N1CCOCC1	-2	0.4	-48	1	-14	-1	-1.8	0	5	10
Cc1ccc(CSCCNC(=O)CN(c2cc(C)ccc2C)S(C)(=O)=O)cc1	-8	1.3	-10	1	-4	4	-2.1	0	2	12
CC(C)NCC(O)COC1C2CC3CC(C2)CC1C3 (configuration not stated)	3	-2.2	-22	-2	-4	-1	-2.3	-5	11	12
O=C(Nc1cccc(O)c1)c1ccc(Br)cc1	0	-1.5	-16	4	-5	3	-1.4	2	-5	8
O=C(N/N=C/c1ccc(Br)o1)c1cc([N+](=O)[O-])cc([N+](=O)[O-])c1	2	0.5	-7	-3	-8	-1	9.1	-2	.	-47
COc1ccccc1NC(=O)c1ccc(S(=O)(=O)NCc2ccco2)cc1	0	-1.0	6	1	4	-3	-0.9	2	-4	5
CCCC1CC(C)(C(=O)CSc2n[nH]c(-c3ccccc3)n2)OC1=O (configuration not stated)	-2	-1.4	-22	1	-21	1	-1.2	4	1	7
COC(=O)/C=C/c1ccc(-n2cncn2)cc1	-2	-1.2	-2	-7	3	1	0.5	-4	-2	-3
Nc1nc(SCCOc2ccccc2)n[nH]1	2	1.1	2	0	-5	-2	-2.6	-5	0	14
CN(C(=O)COC(=O)COc1ccc(Cl)cc1Cl)c1c(N)n(Cc2ccccc2)c(=O)[nH]c1=O	-5	-0.9	10	1	-6	-4	-0.7	6	-2	5
COc1ccc([C@H]2[C@H](C(=O)OC(C)(C)C)N3N=Cc4ccccc4C3C23C(=O)c2ccccc2C3=O)c(OC)c1 (some centres not stated)	-8	1.8	-2	-4	-1	2	-0.2	-1	0	1
CC1(C)NC(=O)N(CC(=O)OCC(=O)Nc2cccc(S(N)(=O)=O)c2)C1=O	2	0.0	7	-3	-8	1	-0.3	-3	1	2
NC1=NC(=O)/C(=C/c2cc(Br)c(O)c(Br)c2)S1	0	-4.5	8	-9	-7	-2	-2.0	-1	-1	10
COc1ccc(-c2[nH]c(-c3cccc(OC)c3)nc2SCC(=O)NCc2ccco2)cc1	-1	-0.1	-30	7	-11	11	-1.2	5	.	6
CN(C)c1ccc(NC(=O)CSc2nc3ccccc3c(=O)n2C2CCCCC2)cc1	8	0.2	-15	1	0	5	3.4	3	-2	-20
Cc1ccc(C)c(C2NC(=O)c3ccccc3N2)c1 (configuration not stated)	5	0.5	-2	-7	1	1	-3.3	-1	7	17
CCn1c(C)[n+](CCOCC[n+]2c(C)n(CC)c3cc(Cl)c(Cl)cc32)c2cc(Cl)c(Cl)cc21	2	0.4	-2	2	-11	1	-1.5	-1	-3	9

3 entries from above in a different format.
| mol | cardiac RTF act | C-LANA FP | HTR5A inv ctr | Keap1-Nrf2 PPI | Cardiac RTF inh | HTR5A ag ctr | MOR-DOR ag | V-ATPase pH | CAL PDZ FP | OPRM1-OPRD1 inv |
| --- | --- | --- | --- | --- | --- | --- | --- | --- | --- | --- |
| COc1ccccc1NC(=O)c1ccc(S(=O)(=O)NCc2ccco2)cc1 | 0 | -1.0 | 6 | 1 | 4 | -3 | -0.9 | 2 | -4 | 5 |
| CCCC1CC(C)(C(=O)CSc2n[nH]c(-c3ccccc3)n2)OC1=O (configuration not stated) | -2 | -1.4 | -22 | 1 | -21 | 1 | -1.2 | 4 | 1 | 7 |
| COC(=O)/C=C/c1ccc(-n2cncn2)cc1 | -2 | -1.2 | -2 | -7 | 3 | 1 | 0.5 | -4 | -2 | -3 |

Continued:
SMILES	cardiac RTF act	C-LANA FP	HTR5A inv ctr	Keap1-Nrf2 PPI	Cardiac RTF inh	HTR5A ag ctr	MOR-DOR ag	V-ATPase pH	CAL PDZ FP	OPRM1-OPRD1 inv
O=C(Cc1ccccc1)Nn1cnc2ccccc21	0	1.0	-12	4	-2	5	-1.4	-2	-3	8
Cc1ccc(S(=O)(=O)NCCC(=O)NCC(=O)Nc2c(C)cccc2C)cc1C	-5	0.1	6	2	-8	-2	-2.1	-4	0	11
COc1ccc(OC)c(NC(=O)C(CCSC)NS(=O)(=O)c2cccs2)c1 (configuration not stated)	-7	3.7	-13	1	9	5	-1.2	-2	-7	6
CCOc1ccc(C(=O)NCC(=O)N2CCN(c3ccc(C(F)(F)F)cn3)CC2)cc1	-1	-0.3	-3	-8	2	1	-3.1	.	3	13
CCCNC(=O)CCc1c(C)nc2c(c(C)nn2-c2ccc(C)cc2)c1C	-2	-12	-12	-1	3	3	-3.4	1	-4	16
Cc1cc2cccc(C)c2nc1SCC(=O)NNC(=O)c1ccco1	-3	-0.5	3	2	1	-1	-2.5	0	10	13
COc1cccc(C(=O)C2CCCN(Cc3cccc(-n4nc(C)cc4C)c3)C2)c1 (configuration not stated)	1	0.1	7	1	5	6	0.3	2	2	-2
CCC(C)C1C(C#N)=C(N)Oc2n[nH]c(C)c21 (configuration not stated)	6	-0.2	5	-8	-5	-2	-0.3	0	.	1
O=C(Nc1ccc(-c2cn3ccsc3n2)cc1)C1CCCC1	2	-0.8	17	3	2	-5	-2.3	4	.	13
O=C1c2ccccc2[C@@H]2C[C@@H](O)[C@H](Nc3ccccc3)CCN12	-4	0.7	7	0	-1	-2	-3.4	0	-4	17
O=C(Nc1ccc(/C=C/c2nc3ccccc3o2)cc1)c1cccc(C(F)(F)F)c1	-2	0.7	12	1	-7	-4	0.6	-6	-2	-3
COc1cc(OC)cc(C(=O)NNC(=O)c2cc(S(=O)(=O)N3CCOCC3)ccc2F)c1	2	1.9	-26	0	5	1	-3.7	-9	-2	14
CCOC(=O)c1c(NC(=O)COc2ncnc3sccc23)sc2c1CCC2	3	-0.9	-3	2	-5	2	-1.9	-9	-1	10
COc1ccc(C(=O)c2sc3nc(C)cc(-c4cccs4)c3c2N)cc1	68*	4.5	-7	-2	-47	4	1.4	-1	-4	-9
O=C(Nc1ccc(F)cc1F)c1sccc1SCc1cccc(C(F)(F)F)c1	-5	-0.4	-10	2	-6	0	1.9	4	.	-10
Cc1nn(-c2ccc(Cl)cc2)c(N)c1C(O)(CSc1nccn1C)C(F)(F)F (configuration not stated)	-5	-1.9	-23	2	3	9	3.4	-4	3	-21
COc1ccc2[nH]c3c(=O)n(Cc4ccc(C(=O)N5CCCCCC5)cc4)c(=S)[nH]c3c2c1	-6	-0.7	3	0	5	-4	-0.4	-2	-7	2
O=C(NCc1ccc(F)cc1)c1ccc(NC(=O)C2CCCO2)cc1 (configuration not stated)	-1	-1.2	11	0	-19	-4	0.1	-4	-4	-1
COc1ccnc(N=CNOCc2ccc(Cl)cc2)c1C#N	-4	-2.5	-14	-8	2	2	-3.1	-1	0	16
COc1cccc(CN(C)C(=O)c2cc(S(=O)(=O)NC3CCCCC3)ccc2C)c1	-2	2.0	12	0	-9	-3	4.7	-1	.	-18
CC(=O)Nc1ccc(NC(=O)C/C(C)=N/NC(=O)C(=O)Nc2ccc(C)c(Cl)c2)cc1	-6	-0.3	-26	-4	0	0	-1.3	4	.	6
COc1cc(/C=C/C(=O)OCC(=O)NC(=O)NC2CCCCC2)ccc1OC(F)F	0	-0.3	-22	3	-3	-1	2.8	-2	5	-16
Cc1cccc(NC(=O)NCc2ccc3[nH]c(C)cc3c2)c1	9	0.4	2	-6	-12	-1	1.7	2	.	-10
Cc1ccc(NC(=O)COc2coc(CN3c4ccccc4CC3C)cc2=O)c(C)c1 (configuration not stated)	1	1.2	11	-1	-2	-4	2.2	4	-4	-12
Cc1nonc1OCC(C)(COc1nonc1C)NC(=O)c1ccc(Cl)cc1	0	-1.2	4	-2	-4	-1	-1.5	1	-5	8
COc1ccccc1NS(=O)(=O)c1c(C)[nH]c(C)c1C(=O)N1CCCC1	-3	0.4	6	2	-2	0	-2.7	-1	-3	14
Cc1ccccc1CC(=O)N1CCCC(CCC(=O)N2CCN(c3ccccn3)CC2)C1 (configuration not stated)	2	0.3	-12	-1	-1	8	-1.5	-2	.	8
Nn1c(SCC(=O)Nc2ccc3c(c2)OCCO3)nncc1=O	-4	-1.4	-12	-1	-5	1	-2.5	-4	-3	14
CCOc1ccc(NC(=S)N=Nc2c(O)[nH]c3ccccc23)cc1	-7	-1.4	2	5	-3	-1	0.9	-1	-3	-5
Oc1ccc(N=Nc2n[nH]c(-c3ccccc3)n2)cc1	0	-0.4	4	0	3	-1	-1.0	-4	-3	5
Cc1ccc(S(=O)(=O)N2CCN(C(=O)c3ccc(-n4cncn4)c([N+](=O)[O-])c3)CC2)cc1	0	0.0	6	0	-2	-3	-2.2	-1	-7	12
COc1cccc(NC(=O)CN2C(=O)NC(CCc3ccccc3)C2=O)c1 (configuration not stated)	-4	-1.2	3	-3	-8	-1	-0.9	-2	-1	3
Cc1cc2oc(C(=O)Nc3nonc3C)c(C)c2cc1C	-1	-0.6	-19	-5	-4	7	10	5	2	-53
O=C(NC1CCCC1)C(c1ccncc1)N(CCCN1CCOCC1)C(=O)c1ccc(-c2ccccc2)[nH]1 (configuration not stated)	-2	-0.1	-26	4	-6	3	-4.0	-3	.	20
CC1CCN(C(=O)COC(=O)CCCN2C(=O)c3cccc4cccc(c34)C2=O)CC1	-5	0.1	3	-2	-5	-2	3.7	3	-3	-20
Cc1ccnn1-c1ccc(C(=O)N2CCCN(S(=O)(=O)c3ccc(F)cc3)CC2)cc1	-1	0.4	-15	0	-3	6	2.0	5	-1	-8
O=C(N/N=C/c1ccc2c(c1)OCO2)c1ccc2c(c1)OCCO2	9	0.5	14	-6	-12	1	-0.1	-1	1	1
O=C(Cn1nc(Cc2ccncc2)c2ccccc2c1=O)N1CCN(C(=O)c2ccco2)CC1	5	-0.8	3	5	-11	-1	-0.2	0	.	1
COc1ccc(NS(=O)(=O)c2ccc(Cl)c(C(=O)O)c2)cc1S(=O)(=O)N1CCCCC1	5	1.5	3	-2	-15	-1	-1.8	5	5	9
CC1CCN(c2ccc(C(=O)OCC(=O)NCCN3C(=O)CSC3=O)cc2[N+](=O)[O-])CC1	6	-0.9	16	-2	-13	0	-0.5	1	0	2
CC(C)Nc1ccccc1	-4	0.3	-7	1	-12	2	-1.1	0	8	6

Bioassay records from PubChem BioAssay.
